High-throughput results from PubChem.
Nrf2 inh: Nrf2 pathway inhibition | A549 ARE-Fluc reporter, luciferase luminescence, 18-24 h | Potency, µM (series often up to 46 µM), inactives show top-dose activity change, negative = inhibition, hits mostly inhibitors | 360,000 tested, 2.1% active | AID 504444; note: % is set by controls: 0 for no effect and ±100 for the full control effect; nearly all actives have a fitted effect of over 60% in size
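Nrf2 function is reported as luminescence of an ARE-controlled luciferase in A549 cells. Compounds were tested at several concentrations, and a CellTiter-Fluor read on the same wells flagged cytotoxicity.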
ATXN2 expr inh: reduces ATXN2 reporter expression in HEK-293 cells; HEK-293 ATXN2-luciferase reporter, luminescence, 24 h; Potency, µM (highest dose often 57 µM), for the others: at the highest dose activity change, negative = inhibition, actives largely listed as inhibitors; 360,000 tested, 0.72% active; note: % is set by controls: 0 for no effect and ±100 for the full control effect; nearly all actives have a fitted effect of over 55% in size
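ATXN2-luciferase reporter cells (luciferase flanked by upstream and downstream ATXN2 gene portions) were treated 24 h at 37 °C with compounds at up to 57 uM. SteadyGlo luminescence gave expression; GF-AFC fluorescence gave viability.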
A549 tox: A549 cytotoxicity, counter-screen for Nrf2 inhibitors; A549 ARE-Fluc cells, CellTiter-Fluor viability, 18-24 h; Potency, µM (top dose mostly 46 µM), for the others: top-dose activity change, negative = cytotoxicity, most hits filed as inhibitors; 390,000 tested, 0.16% active; note: % is set by controls: 0 for no effect and ±100 for the full control effect
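A549 ARE_Fluc cells in 5% FBS OPTI-MEM were exposed to compounds in concentration-response for 18-24 h at 37 deg C. Viability was read by CellTiter-Fluor fluorescence (Ex 405/Em 525) after 30 min, before the luciferase read.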
HepG2 viability: counter-screen for TGF-b inhibitors: cytotoxicity in HepG2 cells; 410,000 tested, 0.76% active; AID 588856; Potency, µM (series often up to 46.1 µM), for the others: top-dose activity change, negative = cytotoxicity, hits mostly cytotoxic; HepG2 CAGA-GFP viability, ATP luminescence, 18 h; note: some results filed as inactive show a strong effect at the top dose
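HepG2 CAGA-GFP cells (1000/well, DMEM with 1% FBS) received compound, then TGF-beta at 500 pg/mL final, and were incubated 18 hours at 37 degrees C. Viability was read by CellTiter-Glo luminescence. Media-only wells were set as complete cell-killing and DMSO as no toxicity.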
MCF10A rerep: induces DNA re-replication in MCF 10a normal breast cells; MCF 10A DNA re-replication, Hoechst nuclear intensity, 48 h; Potency, µM (doses to about 46.1 µM), without a hit: at the top dose activity, positive = re-replication, usual class: activators; 350,000 tested, 2.9% active; AID 624296; note: % of control where 0% means no effect; nearly all actives have a fitted effect of over 50% in size
ATXN viability: viability counter-screen for ATXN expression inhibitors. Potency, µM (titrated, usually from 56.7 µM), usual class: cytotoxic. S2 cells (HEK-293 line with an ATXN2-luciferase reporter) viability, CellTiter-Fluor protease fluorescence, 24 h. 400,000 tested, 0.49% active. AID 651635; note: nearly all actives have a fitted effect of over 40% in size
EPAC2 antagonist: EPAC2 (human) antagonism; EPAC2 GEF exchange of Rap1B-BODIPY-GDP, fluorescence; Potency, µM (series often up to 114 µM), for inactives: at the highest dose activity, negative = inhibition, usual class: inhibitors; 360,000 tested, 0.18% active; AID 720708; note: % is set by controls: 0 for no effect and ±100 for the full control effect; nearly all actives have a fitted effect of over 45% in size; many of its hits are not listed in these tables
Target sequence (Q8WZA2 whole entry, looked up): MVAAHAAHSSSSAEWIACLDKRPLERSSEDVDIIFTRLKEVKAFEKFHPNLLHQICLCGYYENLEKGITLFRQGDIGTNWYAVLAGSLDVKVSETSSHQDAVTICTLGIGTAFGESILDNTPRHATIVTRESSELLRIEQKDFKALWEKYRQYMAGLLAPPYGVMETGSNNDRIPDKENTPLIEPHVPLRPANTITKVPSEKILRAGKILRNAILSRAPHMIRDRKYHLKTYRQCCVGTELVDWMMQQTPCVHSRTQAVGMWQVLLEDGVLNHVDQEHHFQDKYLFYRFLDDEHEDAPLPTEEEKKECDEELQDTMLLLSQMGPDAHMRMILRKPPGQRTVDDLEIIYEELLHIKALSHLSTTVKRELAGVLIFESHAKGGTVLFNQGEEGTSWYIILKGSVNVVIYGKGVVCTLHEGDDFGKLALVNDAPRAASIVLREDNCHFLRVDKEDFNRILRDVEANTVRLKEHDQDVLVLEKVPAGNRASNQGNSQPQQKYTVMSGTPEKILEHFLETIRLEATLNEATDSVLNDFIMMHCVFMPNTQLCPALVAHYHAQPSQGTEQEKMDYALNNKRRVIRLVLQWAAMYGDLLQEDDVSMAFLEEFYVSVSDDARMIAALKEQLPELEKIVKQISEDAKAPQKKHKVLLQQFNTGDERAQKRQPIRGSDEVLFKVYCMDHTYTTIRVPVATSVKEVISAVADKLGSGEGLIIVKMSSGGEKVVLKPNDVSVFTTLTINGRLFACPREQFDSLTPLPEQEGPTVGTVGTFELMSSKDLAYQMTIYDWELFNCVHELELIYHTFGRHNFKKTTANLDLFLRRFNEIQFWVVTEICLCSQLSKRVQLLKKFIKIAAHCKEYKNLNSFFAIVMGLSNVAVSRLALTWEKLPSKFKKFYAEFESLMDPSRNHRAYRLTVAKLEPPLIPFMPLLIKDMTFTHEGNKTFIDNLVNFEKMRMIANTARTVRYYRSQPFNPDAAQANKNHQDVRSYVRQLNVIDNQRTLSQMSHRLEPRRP
Nrf2 ARE act: activators of Nrf2 (ARE) signaling. AREc32 ARE-luciferase reporter (MCF7-derived line), luminescence, 24 h. Potency, µM (highest dose often 46.1 µM), for the others: at the top dose activation, actives largely listed as activators. 410,000 tested, 0.31% active; note: % of control where 0% means no effect; nearly all actives have a fitted effect of over 65% in size
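Luminescent ARE reporter assay in AREc32_Fluc cells: overnight plating at 37 deg C, 24 hr compound incubation, Steady-Glo added, 30 min RT before reading.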
TGFb SMAD3 inh: blocks TGF-b signaling. HepG2 CAGA-GFP TGF-b/SMAD3 reporter, GFP fluorescence, 18 h; TGF-beta stimulated, 500 pg/mL final. Potency, µM (titrated, usually from 46.1 µM), inactives show at the highest dose activity, negative = inhibition, hits mostly inhibitors. 410,000 tested, 1.2% active. AID 588855; note: % is set by controls: 0 for no effect and ±100 for the full control effect; nearly all actives have a fitted effect of over 65% in size
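Using HEPG2 CAGA-GFP reporter cells at 1000 cells/well, we pinned test compounds, stimulated with recombinant TGF-beta (500 pg/mL final) and measured total well GFP after 18 h.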
Starred values were filed as active, the others as inactive; i = inactive; ? = inconclusive; / = not tested or not shown; & = joins results of further samples; [ ] = remark or other dose. Calls come from the whole dose curve; as a rule, active = well fitted curve in the direction sought with a large enough effect; inconclusive = small, poorly fitted or top-dose-only effect, or another doubt; inactive = no such curve, though single readings can be large; an effect the other way counts as inactive or inconclusive. Potency is the fitted concentration of half-maximal effect. An excerpt, so the mix of outcomes need not match the whole.

1: Cc1ccc(C(=O)N/C(=C/c2ccco2)C(=O)NCCCn2ccnc2)cc1
2: c1cn2cc(CN3CCOCC3)nc2s1
3: CCN(CCCNC(=O)c1cc(Nc2ccc(OC)cc2)nc2ccccc12)c1cccc(C)c1
4: CS(=O)(=O)N(CC(=O)Nc1c(F)cccc1F)c1cccc([N+](=O)[O-])c1
5: Cc1cccc([C@@H]2[C@@H]3C(=O)N(Cc4ccccc4)C(=O)[C@@H]3[C@]3(CC(C)C)C(=O)N(c4cccc(F)c4)C(=O)N23)c1
6: O=C(CN1C(=O)CC(c2ccco2)Sc2ccccc21)Nc1cccc(C(F)(F)F)c1 (configuration not stated)
7: CCOC(=O)c1[nH]c(C)c(CCC(=O)Nc2ccc(C(C)=O)cc2)c1C
8: CC(=O)N1CCN(Cc2cc(=O)oc3ccccc23)CC1
compound no.,1,2,3,4,5,6,7,8
Nrf2 inh,42%,3%,7%,8%,16%,?,/,/
ATXN2 expr inh,5%,3%,-6%,3%,3%,?,6%,14%
A549 tox,-1%,14%,8%,2%,-8%,-25%,11%,/
HepG2 viability,-5%,-10%,-23%,0%,-8%,-9%,3%,-28%
MCF10A rerep,4%,2%,/,-6%,12%,/,/,/
ATXN viability,i,i,/,i,i,?,i,i
EPAC2 antagonist,17%,-4%,/,0%[57.1 µM],9%,/,/,2%
Nrf2 ARE act,3.7%,-0.6%,5.0%,-0.9%,-0.2%,0.5%,-0.3%,0.4%
TGFb SMAD3 inh,-20%,-1%,-4%,9%,4%,7%,8%,0%

9: Fc1cccc(Cl)c1CSc1nnc(-c2ccncc2)o1
10: CCCSc1nnc2[nH]c(=O)cc(N)n12
11: CCOc1cc(/C=C2/NC(=O)N(Cc3ccccc3F)C2=O)ccc1O
12: O=C1OC(Cc2ccccc2)(c2ccccc2)c2ccccc21 (configuration not stated)
13: COc1ccccc1N1C(=O)CC(N2CCN(c3ccc(Cl)cc3)CC2)C1=O (configuration not stated)
14: CCS(=O)(=O)c1ccc2oc(SCC(=O)NC(C)C3CC4CCC3C4)nc2c1 (configuration not stated)
15: COc1ccc(CCNc2oc(Cc3ccccc3)nc2C#N)cc1OC
16: OC[C@@H]1CN(Cc2cccs2)C[C@H](n2cnc3c(NC4CCCC4)ncnc32)O1
compound no.,9,10,11,12,13,14,15,16
Nrf2 inh,7%,/,/,/,?,/,?,/
ATXN2 expr inh,24%,4%,0%,/,-35%,-4%,-16%,10%
A549 tox,4%,-2%,-10%,/,4%,-1%,-5%,/
HepG2 viability,-47%,-1%,-24%,-14%,-38%,11%,-11%,-7%
MCF10A rerep,-13%,3%,?,/,6%,9%,-3%,/
ATXN viability,i,i,i,?,i,i,i,i
EPAC2 antagonist,-6%,7%,11%,?,2%,6%,-1%,21%
Nrf2 ARE act,3.7%,0.3%,26%,-0.9%,-0.3%,-0.2%,0.9%,0.1%
TGFb SMAD3 inh,-12%,4%,-5%,-3%,?,-3%,?,3%

17: Cc1[nH]nc2c1[C@@H](c1ccccc1[N+](=O)[O-])C(C#N)=C(N)O2
18: Cn1nc2c3ccccc3n(Cc3ccccc3)c2nc1=S
19: COc1ccc(N2CCN(C(=O)c3ccc(C)cc3)CC2)c([N+](=O)[O-])c1
20: COc1ccc(OC)c(NC(=O)c2cn(CC(C)C)c(=O)c3cc(OC)c(OC)cc23)c1
21: CC/C(=N\NC(=O)c1ccc(N2CCCC2=O)cc1)c1ccccc1
22: CCn1c(O)c(N=NC(=O)CNC(=O)Cc2ccccc2)c2ccccc21
23: N/C(=N\OCC(=O)Nc1ccccc1)c1nonc1N
24: Nc1nc(-c2ccc(NC(=O)c3ccco3)cc2)cs1
compound no.,17,18,19,20,21,22,23,24
Nrf2 inh,-7%,?,-3%,-10%[9.27 µM],-21%,-10%,2%,?
ATXN2 expr inh,4%,50%[activator],-8%,-21%,8%,-11%,25%,16µM*
A549 tox,1%,1%,-1%,1%,2%,3%,5%,-4%
HepG2 viability,2%,-5%,-26%,-24%,-3%,-6%,0%,-26%
MCF10A rerep,0%,0%,8%,/,7%,-2%,3%,10%
ATXN viability,i,i,i,?,i,i,i,i
EPAC2 antagonist,-6%,-16%,-11%,/,8%,-13%,-1%,4%
Nrf2 ARE act,0.1%,4.9%,0.4%,0.0%,-0.6%,0.0%,-0.2%,-0.5%
TGFb SMAD3 inh,0%,-8%,8%,-15%,28%,-7%,1%,14%

Some of these compounds in order of heavy-atom count, low to high:
12: O=C1OC(Cc2ccccc2)(c2ccccc2)c2ccccc21 (configuration not stated)
21: CC/C(=N\NC(=O)c1ccc(N2CCCC2=O)cc1)c1ccccc1
20: COc1ccc(OC)c(NC(=O)c2cn(CC(C)C)c(=O)c3cc(OC)c(OC)cc23)c1
compound no.,12,21,20
Nrf2 inh,/,-21%,-10%[9.27 µM]
ATXN2 expr inh,/,8%,-21%
A549 tox,/,2%,1%
HepG2 viability,-14%,-3%,-24%
MCF10A rerep,/,7%,/
ATXN viability,?,i,?
EPAC2 antagonist,?,8%,/
Nrf2 ARE act,-0.9%,-0.6%,0.0%
TGFb SMAD3 inh,-3%,28%,-15%

Other results follow.
25: CCCCCn1c(=O)[nH]c2cc(C(=O)NCCN3CCC(C)CC3)ccc2c1=O
26: CCOC(=O)c1c(C)[nH]c(C)c1S(=O)(=O)NCC(=O)Nc1ccc(C)cc1C
27: CN(C)CCCNCCCNC(=O)c1ccccn1
28: Cc1ccc(C)c2sc(N)nc12
29: CCc1ccc(S(=O)(=O)Nc2c(C)n(C)n(-c3ccccc3)c2=O)cc1
30: Oc1[nH]c2ccccc2c1N=Nc1nc(Nc2ccccc2)nc(N2CCOCC2)n1
31: COc1ccc(OC)c2c1sc(=NC(=O)C1COc3ccccc3O1)n2C (configuration not stated)
32: CCCSc1nc2sc3c(c2c(=O)n1CC)CC(C)(C)OC3
compound no.,25,26,27,28,29,30,31,32
Nrf2 inh,2%,7%,15%,-6%,-3%,?,5%,?
ATXN2 expr inh,0%,3%,1%,/,4%,/,11%,-1%
A549 tox,-1%,-3%,-1%,?,4%,-18%,2%,2%
HepG2 viability,0%,-25%,11%,-5%,-3%,-5%,19%,-5%
MCF10A rerep,-3%,/,-1%,-6%,7%,?,8%,?
ATXN viability,i,i,i,i,i,?,i,i
EPAC2 antagonist,-6%,/,4%,-10%,9%,12%,-21%,-1%
Nrf2 ARE act,-1.1%,0.8%,-0.2%,-2.0%,-0.2%,5.2%,0.1%,2.7%
TGFb SMAD3 inh,-2%,?,-4%,-7%,0%,33%[activator],6%,-2%

33: O=C1c2cccc3cccc(c23)C(=O)N1c1nccs1
34: O=C(CCC(=O)OCC(=O)c1cccc([N+](=O)[O-])c1)NC1CCCCC1
35: CCOC(=O)c1ccc(N=c2sc(C(=O)OC)cc(=O)n2-c2ccc(C(=O)OCC)cc2)cc1
36: CC(C)CC1(C(=O)NCCN2CCOCC2)C=CCN1C(=O)c1ccccc1 (configuration not stated)
37: COC(=O)c1c(-c2ccccc2OC)sc2ccc(OC)cc12
38: O=C(CCN1CCN(CCO)CC1)Nc1ccc(Br)cc1
39: CCOC(=O)N1CCN(C(=O)c2cc(OC)cc(OC)c2)CC1
40: CN(C)C(=O)CCc1ccc2c3c([nH]c2c1)[C@]1(C)[C@@H](C(=O)N2CCCCC2)C[C@H](CC(=O)NCCCn2ccnc2)C(=O)N1CC3
compound no.,33,34,35,36,37,38,39,40
Nrf2 inh,/,9%,?,6%,0%,18%&4%,-3%,4%
ATXN2 expr inh,-4%,/,?,13%,6%,-5%&-7%,3%,-2%
A549 tox,-6%,20%,?,2%,13%,14%&4%,-4%,1%
HepG2 viability,-4%,8%,-35%,-24%,-4%,-1%&-16%,-4%,-3%
MCF10A rerep,0%,3%,?,13%,0%,5%,1%,4%
ATXN viability,i,i,?,i,i,i,i,i
EPAC2 antagonist,6%,-7%,-3%,20%,-20%,5%,2%,-16%
Nrf2 ARE act,-0.1%,3.8%,?,0.3%,5.6%,-0.2%&1.1%,-0.9%,-0.8%
TGFb SMAD3 inh,5%,-5%,?,?,14%,2%&16%,-14%,2%

41: COc1ccc(-n2c(=O)c3ccccc3n(CC(=O)NC3CCCC3)c2=O)c(OC)c1
42: CN1OC[C@@H]2CN(C(=O)C(C)(C)C)[C@H](c3ccc(-n4ccnc4)cc3)C[C@@H]21
43: Cc1cc(OCC(=O)NCC(O)c2ccccc2)c2c(C)c(C)c(=O)oc2c1 (configuration not stated)
44: Cn1c(=O)c2[nH]c(Cc3ccsc3)nc2n(C)c1=O
45: COCOCCn1cc(CN2CCS(=O)(=O)N(Cc3ccc(-c4ccc(OC)c(OC)c4)cc3)C(C)C2=O)nn1 (configuration not stated)
46: O=C(CCCCCn1c(=O)[nH]c2ccccc2c1=O)NCCCN1CCN(c2ccccc2F)CC1
47: CN1C(=O)NC(c2ccc(O)cc2)C2=C1CN(c1ccccc1)C2=O (configuration not stated)
48: O=C(C1CCN(S(=O)(=O)Cc2ccccc2)CC1)N1CCN(c2cccc(C(F)(F)F)c2)CC1
49: O=C(COc1nsnc1N1CCOCC1)Nc1ccc([N+](=O)[O-])cc1
compound no.,41,42,43,44,45,46,47,48,49
Nrf2 inh,-2%,/,?,-15%,/,?,4%,19%,?
ATXN2 expr inh,-3%,-6%,4%,7%,-16%,-19%,11%,-3%,-12%
A549 tox,0%,/,10%,-2%,/,-9%,0%,-1%,1%
HepG2 viability,-30%,-8%,-17%,-18%,-26%,-35%,4%,-11%,-16%
MCF10A rerep,9%,/,-1%,2%,/,7%,0%,/,3%
ATXN viability,i,i,i,i,i,i,i,i,i
EPAC2 antagonist,-1%,-12%,-7%,8%,-4%,-8%,7%,/,-1%
Nrf2 ARE act,-0.9%,2.0%,-0.2%,9.8%,0.7%,3.2%,-0.3%,-1.5%,0.1%
TGFb SMAD3 inh,0%,-27%,-7%,14%,-10%,-7%,8%,25%,8%
